rTrxR1 inhibitor = qHTS Assay for Inhibitors of Mammalian Selenoprotein Thioredoxin Reductase 1 (TrxR1): qHTS; Thioredoxin reductase 1, cytoplasmic (Rattus norvegicus), O89049; recombinant rTrxR1, NADPH fluorescence consumption, selenite substrate; Potency, µM (series often up to 114 µM), for the others: at the highest dose activity change, negative = inhibition, actives largely listed as inhibitors; 390,000 tested, 1% active; further: on the % scale 0 is the no-effect control and ±100 the full control effect; nearly all actives have a fitted effect of over 65% in size
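Rat TrxR1 (90 nM in the dispensed reagent) was pre-reduced with 400 uM NADPH for 5 min at room temperature, then incubated with compound for 15 min. After 400 uM selenite was added, NADPH fluorescence (Ex 340/Em 450 nm) was followed for 8 min.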
RGS4 inh = Inhibitors of Regulator of G Protein Signaling (RGS) 4: qHTS | Regulator of G-protein signaling 4 (Homo sapiens), P49798 | Transcreener GDP fluorescence polarization, RGS4-accelerated GTP hydrolysis | Potency, µM (series often up to 114 µM), without a hit: at the top dose activity change, negative = inhibition, hits mostly inhibitors | 390,000 tested, 0.039% active; further: on the % scale 0 is the no-effect control and ±100 the full control effect; nearly all actives have a fitted effect of over 75% in size; some results filed as inactive show a strong effect at the top dose
Target sequence (P49798 whole entry, looked up): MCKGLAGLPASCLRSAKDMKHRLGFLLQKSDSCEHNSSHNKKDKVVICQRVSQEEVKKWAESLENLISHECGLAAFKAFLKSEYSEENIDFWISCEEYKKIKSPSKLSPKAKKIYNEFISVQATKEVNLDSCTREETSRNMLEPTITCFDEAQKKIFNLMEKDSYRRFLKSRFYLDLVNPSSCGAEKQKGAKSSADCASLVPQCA
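MLSMR compounds (23 nl, pin-transferred) preincubated 10 min at room temperature with a 500nM (2x) first reagent, then RGS4 at 900nM (2x) plus Transcreener GDP mix added; fluorescence polarization (620/688 nm) read before and after 90 min at 30 °C.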
USP1-UAF1 inh = Inhibitors of USP1/UAF1: Primary Screen; Ubiquitin carboxyl-terminal hydrolase 1 (Homo sapiens), O94782; recombinant USP1/UAF1, Ub-Rhodamine cleavage fluorescence; Potency, µM (top dose mostly 57.1 µM), inactives show top-dose activity change, negative = inhibition, most hits filed as inhibitors; 390,000 tested, 0.23% active; AID 743255, 2014; further: on the % scale 0 is the no-effect control and ±100 the full control effect; nearly all actives have a fitted effect of over 60% in size; inactives centre near -12
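USP1/UAF1 complex at 1 nM was preincubated with compound for 15 min at room temperature, then Ub-Rho substrate (150nM final) was added. Fluorescence (480/540 nm) was read kinetically, 6 reads every 60 seconds.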
RXFP1 agonist = qHTS Assay for Agonists of the Relaxin Receptor RXFP1; Relaxin receptor 1 (Homo sapiens), Q9HBX9; HEK293T-RXFP1 cAMP TR-FRET, 30 min; response scale: percent of porcine relaxin response, buffer zero; Potency, µM (titrated, usually from 57.5 µM), inactives show at the top dose activation, most hits filed as activators; 370,000 tested, 0.3% active; AID 2676, 2010; further: on the % scale 0 is the no-effect control and ±100 the full control effect; nearly all actives have a fitted effect of over 60% in size; many of its hits are not listed in these tables
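HEK293 cells stably expressing RXFP1, treated 30 min at 37C with compounds plus PDE4 inhibitor Ro 20174; cAMP measured by HTRF TR-FRET. Normalized to buffer and 29 nM porcine relaxin; EC50 by Hill fit.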
ALOX12 inh = Primary qHTS assay for inhibitors of human arachidonate 12S-lipoxygenase (ALOX12): Round 2. purified 12hLO, xylenol orange hydroperoxide absorbance. Potency, µM (series often up to 108 µM), for the others: at the highest dose activity change, negative = inhibition, hits mostly inhibitors. 580,000 tested, 1.1% active. AID 1671190, 2021; further: on the % scale 0 is the no-effect control and ±100 the full control effect
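Hydroperoxide product was detected by ferrous iron/xylenol orange as the 573 to 405 nm absorbance ratio. Arachidonic acid at 40 uM (final) was turned over for 30 min at room temperature by 150 nM human 12hLO, pH 7.0 Hepes buffer, after 15 min compound preincubation.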
IDH1 R132H inh = qHTS for Inhibitors of mutant isocitrate dehydrogenase 1 (IDH1): qHTS; AID 602179, 2012; Isocitrate dehydrogenase [NADP] cytoplasmic (Homo sapiens), O75874; IDH1-R132H enzyme, NADPH consumption, diaphorase/resazurin fluorescence; Potency, µM (doses to about 76.6 µM), for the others: top-dose activity change, negative = inhibition, most hits filed as inhibitors; 390,000 tested, 0.093% active; further: on the % scale 0 is the no-effect control and ±100 the full control effect; nearly all actives have a fitted effect of over 65% in size
Target sequence (O75874 whole entry R132H, stated change not applied): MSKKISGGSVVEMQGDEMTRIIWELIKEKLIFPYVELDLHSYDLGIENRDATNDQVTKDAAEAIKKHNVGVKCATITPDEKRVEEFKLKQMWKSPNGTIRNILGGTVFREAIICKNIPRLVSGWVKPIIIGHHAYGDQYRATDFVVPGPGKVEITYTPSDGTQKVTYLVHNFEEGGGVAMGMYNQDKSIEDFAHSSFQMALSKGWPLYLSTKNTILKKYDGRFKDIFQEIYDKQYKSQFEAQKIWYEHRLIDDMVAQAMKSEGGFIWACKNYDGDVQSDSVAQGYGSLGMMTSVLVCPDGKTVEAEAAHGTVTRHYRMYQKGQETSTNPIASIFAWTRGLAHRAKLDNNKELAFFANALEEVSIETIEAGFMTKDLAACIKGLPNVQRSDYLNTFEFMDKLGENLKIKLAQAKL
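IDH1-R132H (0.5 ug/mL) preincubated 30 min with compound, then NADPH (0.016 mM) and alpha-KG (2 mM) added; 80 min at RT, pH 7.5. Remaining NADPH coupled via diaphorase/resazurin to fluorescence (540/590 nm); concentration-response curves normalized to no-enzyme control.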
Vif-APOBEC3G blk = qHTS for Inhibitors of Vif-A3G Interactions: qHTS; DNA dC->dU-editing enzyme APOBEC-3G (Homo sapiens), Q9HC16; HeLa A3G-eYFP + Vif (tagged APOBEC3G with the HIV-1 protein that degrades it), YFP fluorescence, overnight; Potency, µM (top dose mostly 46.1 µM), without a hit: at the highest dose activity, negative = active, usual class: inhibitors; 410,000 tested, 0.076% active;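 further: on the % scale 0 is the no-effect control and ±100 the full control effect; nearly all actives have a fitted effect of over 60% in size; hits raise eYFP signal because A3G escapes Vif-driven loss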
Target sequence (Q9HC16 whole entry, looked up): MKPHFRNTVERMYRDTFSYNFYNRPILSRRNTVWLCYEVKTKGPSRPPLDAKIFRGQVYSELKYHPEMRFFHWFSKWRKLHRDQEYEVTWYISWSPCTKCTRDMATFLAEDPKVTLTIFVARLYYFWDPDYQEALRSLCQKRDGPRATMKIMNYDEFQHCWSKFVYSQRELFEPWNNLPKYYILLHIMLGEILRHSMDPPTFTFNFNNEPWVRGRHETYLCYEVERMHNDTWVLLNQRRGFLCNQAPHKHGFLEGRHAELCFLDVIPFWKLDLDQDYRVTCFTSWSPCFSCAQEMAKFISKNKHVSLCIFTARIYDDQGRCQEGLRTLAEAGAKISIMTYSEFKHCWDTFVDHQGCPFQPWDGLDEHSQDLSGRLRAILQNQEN
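HeLa cells stably expressing Vif and C-terminally eYFP-tagged A3G, seeded overnight at 37 deg C, then exposed to compound by pintool overnight at 37 deg C. Rise in yellow fluorescence (Ex 488/Em 500-530, Acumen) marks blocked Vif-driven A3G degradation.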
Vif-APOBEC3F blk = qHTS for Inhibitors of Vif-A3F Interactions: qHTS | Potency, µM (series often up to 46.1 µM), for the others: at the highest dose activity, negative = active | 390,000 tested, 0.2% active | HeLa A3F-eYFP + Vif (tagged APOBEC3F with the HIV-1 protein that degrades it), YFP fluorescence increase; further: % of control where 0% means no effect; nearly all actives have a fitted effect of over 65% in size
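HeLa cells stably expressing A3F-eYFP plus Vif, plated and incubated overnight at 37 deg C, then exposed to compounds overnight at 37 deg C. Blocked degradation read as raised yellow fluorescence (Ex 488/Em 500-530).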
TrxR1 substrate = qHTS Assay for Substrates of Mammalian Selenoprotein Thioredoxin Reductase 1 (TrxR1): qHTS. purified TrxR1 substrate turnover, NADPH consumption readout. 390,000 tested, 0.01% active. AID 588456, 2011. Thioredoxin reductase 1, cytoplasmic (Rattus norvegicus), O89049. Potency, µM (series often up to 114 µM), inactives show top-dose activity change, negative = substrate turnover; further: on the % scale 0 is the no-effect control and ±100 the full control effect; nearly all actives have a fitted effect of over 50% in size
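Rat TrxR1, dispensed at 90 nM, was prereduced with 400 uM NADPH (final) for 5 min at ~22 deg C, then incubated with compound 15 min before 400 uM selenite. A first-read NADPH fluorescence drop versus no-compound background flagged substrates.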
* = called active by the depositor; ? = inconclusive; / = not tested or not shown; [ ] = another dose, or the depositor's remark. The call rests on the fitted dose curve; in most records, active means well fitted curve in the direction sought with a large enough effect; inconclusive means small, poorly fitted or top-dose-only effect, or another doubt; inactive means no such curve, though single readings can be large; an effect the other way counts as inactive or inconclusive. Potency means the concentration at half of the fitted maximal effect. This is a subset; the hit share may differ from the screen's.

smiles,TrxR1 substrate,ALOX12 inh,IDH1 R132H inh,RXFP1 agonist,Vif-APOBEC3G blk,USP1-UAF1 inh,RGS4 inh,rTrxR1 inhibitor,Vif-APOBEC3F blk
COc1cccc(NC(=O)COC(=O)c2cc(S(=O)(=O)N3CCOCC3)ccc2C)c1,-3.6%,-4.6%,4.7%,-0.7%,-4.1%,-19.7%,-3.1%,-3.2%,4.2%
CN(C(=O)C1CCOC1)c1nnc(-c2cnccn2)s1 (stereo not drawn),0.8%,-3.6%,1.3%,7.7%,1.6%,-9.5%,-26.0%,-6.3%,-11.6%
COc1ccc(N2CCN(S(=O)(=O)c3c(C)[nH]c(=O)[nH]c3=O)CC2)cc1,-6.8%[57.1 µM],-16.2%,-15.0%,-0.2%,-1.3%,-5.9%,-5.9%,10.2%[57.1 µM],9.0%
O=C(c1cccc(C(=O)N2CCN(c3ncccn3)CC2)c1)N1CCN(c2ncccn2)CC1,5.2%,6.5%,5.1%,-2.9%,1.3%,-21.5%,11.2%,1.1%,-10.6%
Cc1cccc(C)c1NC(=O)CNC(=O)c1ccc2c(c1)NC(=O)CS2,4.6%[57.1 µM],-2.8%,5.7%,/,-0.5%,-7.2%,19.0%,-14.5%,8.0%
N#C/C(=C\c1cccc([N+](=O)[O-])c1)C(=O)NCC1CCCO1 (stereo not drawn),2.5%,0.0%,-8.7%,0.8%,1.3%,-13.0%,4.0%,13.2%,-7.8%
CCCc1ccc(S(=O)(=O)N2CCN(Cc3ccco3)CC2)cc1,-12.4%,-6.4%,5.0%,-0.4%,0.2%,-4.6%,12.7%,-21.5%,0.4%
C=CCC[C@@H](Cc1ccc(F)cc1)C(=O)OC[C@@H]1CCCN1C(=O)[C@H](CC=C)CC(=O)N[C@H](CO)Cc1ccccc1,-1.1%[57.1 µM],-27.5%,2.0%,/,-14.7%,?,-9.2%,10.7%[57.1 µM],1.7%
COc1ccc(C(=O)O)cc1NCc1ccc(C)s1,14.9%,-1.5%,-8.5%,-1.6%,-0.4%,-10.6%,-3.1%,21.0%,1.4%
C=CCNc1nc(Nc2ccc(OC)cc2)nc(OCC)n1,1.1%,?,-3.8%,0.1%,1.6%,-14.5%,-5.4%,16.4%,1.9%
Cc1ccccc1-n1nc(C(=O)O)c(C)c(C#N)c1=O,2.4%,?,0.8%,3.5%,-3.8%,-13.9%,27.1%,-4.8%,-9.8%
C=CCn1c(Oc2ccccc2)nc2c1c(=O)n(C)c(=O)n2C,1.1%,?,5.7%,4.2%,-8.0%,-18.6%,-10.5%,3.4%,2.0%
NC(=O)C1(c2ccccc2)CCCN1C(=O)c1ccccc1Br (stereo not drawn),3.5%,-9.5%,5.8%,0.5%,3.2%,-3.8%,10.3%,19.2%,3.7%
CSCCC(NC(=O)c1cccc(C)c1)C(=O)OCC(=O)NC(=O)c1cccn1C (stereo not drawn),-1.9%,?,-0.3%,0.3%,2.6%,-3.4%,-15.7%,-1.2%,-5.2%
Cc1cccc(NC(=O)COC(=O)c2cc3ccccc3oc2=O)c1,-7.5%,-13.2%,-11.0%,0.5%,2.8%,-5.2%,-19.4%,7.2%,5.5%
CCC(C)(C(=O)NC1CCCC1)N(C)C(=O)Cc1c[nH]c2ccccc12 (stereo not drawn),3.5%,?,9.2%,2.1%,6.9%,-17.0%,-31.4%,21.4%[57.1 µM],5.8%
Cc1ccc(-c2noc(CNC(=O)c3ccoc3C)n2)cc1,3.0%,-9.1%,-0.9%,-1.0%,-1.2%,-17.8%,11.9%,11.0%,-10.8%
CC(=O)Nc1ccc(OCC(O)Cn2c(C)nc3ccccc32)cc1 (stereo not drawn),0.4%,27.1%,-3.8%,0.3%,0.8%,4.7%,-19.8%,-1.7%,2.2%
O=C(NCCNc1ccc([N+](=O)[O-])cc1)c1ccc(Cl)cc1,-18.9%,-14.5%,2.5%,-0.9%,6.0%,-11.1%,6.5%,17.6%[57.1 µM],0.9%
CC(C)(C)c1ccc(S(=O)(=O)N2C=CC(C(F)(F)F)=NCC2)cc1,11.5%[57.1 µM],3.6%,-0.1%,-3.6%,-0.2%,-4.3%,26.3%,29.0%[57.1 µM],-1.0%
CC1CCN(Cc2nnnn2CCCC(=O)N(C)C(C)c2ccccn2)CC1 (stereo not drawn),2.7%,3.4%,7.4%,3.7%,0.2%,-12.2%,-2.6%[11.4 µM],-10.3%,-5.8%
O=S(=O)(c1ccc(-c2n[nH]c(=S)o2)cc1)N1CCCCC1,-7.9%,-21.6%,?,16.7%,0.2%,-2.8%,-37.1%,-4.3%,1.8%
CC1CCCCN1c1nc(-c2ccncc2)nc2ccccc12 (stereo not drawn),-3.0%,?,?,0.4%,-4.8%,-13.3%,12.2%[11.4 µM],-7.9%,2.2%
COc1ccc(NC(=O)c2cn(-c3ccccc3)nc2SC)cc1,0.4%,-7.5%,5.7%,3.4%,-1.1%,-20.3%,-26.6%,14.9%,0.9%
O=C(NCC(=O)N1CCN(C(c2ccccc2)c2ccccc2)CC1)c1ccccc1Br,/,9.1%,12.0%,/,4.9%,-18.8%,/,/,0.8%
COc1ccc(CCNCC(O)COc2c(C)cccc2C)cc1OC (stereo not drawn),3.6%,?,-4.8%,-0.3%,1.2%,-7.9%,17.6%,27.6%,12.3%
CN(CC(=O)Nc1ccccc1F)CC(=O)Nc1ccc(F)c(F)c1F,1.5%,-3.7%,-4.3%,-0.5%,0.4%,-1.3%,18.6%,13.0%,-6.3%
COc1ccc(CC(C)Nc2ccccc2F)cc1 (stereo not drawn),-8.1%,-19.6%,9.6%,4.9%,-5.2%,-2.4%,-4.0%,-9.1%[57.1 µM],-10.6%
COc1cccc(C2C=C(c3ccc(Br)s3)Nc3ncnn32)c1OC (stereo not drawn),-8.5%,/,-0.3%,-16.8%,-1.1%,-10.6%,1.3%,?,?
CC1(C)C(=O)Nc2ccccc2N1C(=O)COC(=O)CSc1ccc(Cl)cc1,-6.3%,262.8%[activator],3.2%,2.5%,1.1%,-13.6%,-1.3%,27.5%,2.4%
Cc1nnsc1C(=O)NC1CCCc2c1cnn2-c1ccc(F)cc1F (stereo not drawn),-0.6%,-1.2%,4.0%,2.8%,0.4%,-7.3%,-6.9%,6.8%,-17.3%
O=C(COC(=O)/C=C/c1cccs1)Nc1nc(-c2cccc(Br)c2)cs1,1.8%,-1.0%,-6.6%,3.2%,-0.1%,-17.5%,0.2%,9.5%,9.5%
Cc1ccc(Oc2ccccc2NC(=O)CSCC(=O)Nc2cc(C)on2)cc1,2.1%,16.3%,4.8%,1.6%,-5.3%,-21.6%,-17.1%,12.5%,5.4%
Cc1ccc(Cc2nc(-c3ccncc3)no2)cc1,5.4%,6.5%,-6.8%,0.5%,1.0%,-13.3%,8.3%[11.4 µM],15.3%,2.3%
Cc1ccc(S(=O)(=O)N2CCOCC2)cc1C(=O)N1CCCC1,5.0%,0.1%,4.7%,1.5%,8.7%,-11.8%,28.1%,19.5%,-10.4%
CCCCC1=CC2=CC(=O)C(C)(OC(=O)CC)C(=O)C2=CN1Cc1ccc2c(c1)OCO2 (stereo not drawn),11.0%[57.1 µM],-59.8%,-6.7%,-1.0%,-5.2%,-22.3%,-20.0%,20.6%[57.1 µM],3.6%
C[C@H](CO)N1C[C@H](C)[C@@H](CN(C)Cc2ccncc2)Oc2c(NS(=O)(=O)c3cn(C)cn3)cccc2C1=O,12.3%,?,9.2%,/,-0.4%,-26.7%,-16.1%,-2.3%[57.1 µM],10.3%
CCn1c(O)c(N=Nc2ccc(Cl)c(C(=O)O)c2)c2ccccc21,-18.3%,-12.8%,2.2%,-26.0%,-19.0%,-10.0%,6.7%,-17.1%,9.5%
CCN(CC)C(=O)CSc1nc2cccnc2n1-c1ccccc1OC,8.6%[57.1 µM],0.6%,3.2%,1.4%,0.1%,-7.5%,-0.2%[11.4 µM],9.9%[57.1 µM],-2.5%
Cc1cc(S(=O)(=O)NCc2ccc(N3CCN(C)CC3)cc2)c(C)s1,-15.0%[57.1 µM],-15.4%,5.9%,1.2%,-0.7%,-6.3%,-2.1%,24.6%[57.1 µM],0.0%
O=C(O)C1CCCCC1C(=O)Nc1cccc(C(=O)N2CCCCC2)c1 (stereo not drawn),-2.2%,2.5%[57.4 µM],0.0%,-0.2%,0.7%,-6.3%,12.1%,23.4%,-1.1%

From PubChem BioAssay
